# KCNH2 3.1 inh – qHTS for Inhibitors of KCHN2 3.1: Mutant qHTS. activity change, % (tested at about 1.8 µM). AID 720553, 2013. 340,000 compounds, 0.95% hits. U2OS KCNH2 3.1, thallium flux FluxOr; hits give low values. Potassium voltage-gated channel subfamily H member 2, brain isoform KCNH2 3.1 (human);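 active = maximum activity change below -70%; inconclusive = maximum activity change from -70% to -50%; inactive = maximum activity change above -50%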;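 also: thallium influx rate constant from kinetic fluorescence after stimulation buffer; % is scaled to controls: 0 for no effect and ±100 for the full control effect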
#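 Steps: virus added to U2OS suspension (4 h, RT, dark); medium with 10% FBS added, cells plated, 37 C overnight; FluxOr/Red40 loading buffer 45 min RT; stimulation buffer, 2 min kinetic read; rate constant normalized.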
# Giardia kill – Small Molecules that selectively kill Giardia lamblia: qHTS. Giardia lamblia trophozoite viability. activity change, % at 7.66 µM, hits read low. 340,000 compounds, 0.15% hits. AID 540267, 2011; in the data active = activity change below about -80%; inconclusive = between about -30% and that limit;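 also: parasites exposed to compound for two days anaerobically before the ATP read; % is scaled to controls: 0 for no effect and ±100 for the full control effect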
#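 Viability, read as ATP luminescence: trophozoites at 100 cells/well, compound added, 48 hrs anaerobic at 37 deg C, then 15-30 min room-temperature development before reading.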
# GALK inh – qHTS Assay for Inhibitors of Human Galactokinase (GALK). P51570. Purified GALK, Kinase-Glo residual ATP luminescence. Potency, µM (doses to about 57.5 µM), for inactives: at the top dose activity change, negative = inhibition, usual class: inhibitors. 270,000 compounds, 0.007% hits. AID 1868, 2009; also: potency is read from the fitted curve at half-maximal effect; % is scaled to controls: 0 for no effect and ±100 for the full control effect
#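 Human GALK (5 nM) with 35 uM ATP and 100 uM galactose in 20 mM HEPES pH 8.0, 5 mM MgCl2, 60 mM NaCl, 1 mM DTT, 0.01% BSA. After 1 h at room temperature, leftover ATP was read by Kinase-Glo Plus luminescence.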
# hERG WT inh – qHTS for Inhibitors of KCHN2 3.1: Wildtype qHTS | Voltage-gated inwardly rectifying potassium channel KCNH2 (Homo sapiens), Q12809 | activity change, % at 1.84 µM | 340,000 compounds, 0.37% hits | U2OS, BacMam KCNH2, thallium flux FluxOr; hits give low values;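 active = maximum activity change below -70%; inconclusive = maximum activity change between -70% and -50%; inactive = maximum activity change above -50%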; also: % is scaled to controls: 0 for no effect and ±100 for the full control effect
#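 U2OS cells transduced with wild-type KCNH2 virus are loaded with FluxOr dye for 45 min, and thallium flux is measured in kinetic reads before and after stimulation buffer. Rate constants are normalized to DMSO controls.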
# PKM2 activator – qHTS Assay for Activators of Human Muscle isoform 2 Pyruvate Kinase. 260,000 compounds, 0.34% hits. Pyruvate kinase PKM (Homo sapiens), P14618. Potency, µM (top dose mostly 57.5 µM), inactives show at the highest dose activation, usual class: activators. purified PKM2, Kinase-Glo ATP luminescence, activation; response scale: 0% is enzyme alone, no compound; also: potency is read from the fitted curve at half-maximal effect; % is scaled to controls: 0 for no effect and ±100 for the full control effect; nearly all actives have a fitted effect of over 55% in size
#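 Purified hPK-M2 (>95%) run at intermediate activity with 0.1 mM ADP and 0.5 mM PEP in 50 mM imidazole pH 7.2, KCl, MgCl2; 1 h room temperature. ATP formed read by Kinase-Glo luminescence; normalized to uninhibited and no-enzyme controls.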
# USP2a block – qHTS Assay for Inhibitors of Ubiquitin-specific Protease USP2a Using CHOP2 as the Reporter. Ubiquitin carboxyl-terminal hydrolase 2 (Homo sapiens), O75604. Potency, µM (doses to about 38.3 µM), without a hit: at the top dose activity change, negative = inhibition, usual class: inhibitors. AID 463254, 2010. USP2 core, Ub-CHOP2 coupled fluorogenic reporter, 485/531. 330,000 compounds, 0.01% hits;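 also: potency is read from the fitted curve at half-maximal effect; plate controls were DMSO wells for no effect and full inhibition by NEM control for full effect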
#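 USP2 core (10nM final) preincubated 30min RT with compound in 20mM Tris-HCl pH 8.0, 2mM CaCl2, 2mM beta-mercaptoethanol, 0.05% CHAPS; 25nM Ub-CHOP2 plus 25nM reporter substrate added, fluorescence (Ex485/Em531) read after 60min.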
# TRPV1 agonist – HTS Assay for Compounds that Act as Agonists of the Vanilloid Receptor 1. Transient receptor potential cation channel subfamily V member 1 (Homo sapiens), Q8NER1. TRPV1-expressing cells, Fluo-8 calcium influx, agonist mode. activation, % at 8.33 µM. 320,000 compounds, 0.19% hits; in the data active = activation above about 80%; inconclusive = between about 30% and that limit; also: 0% is about no effect
# Target sequence (Q8NER1 whole entry, looked up): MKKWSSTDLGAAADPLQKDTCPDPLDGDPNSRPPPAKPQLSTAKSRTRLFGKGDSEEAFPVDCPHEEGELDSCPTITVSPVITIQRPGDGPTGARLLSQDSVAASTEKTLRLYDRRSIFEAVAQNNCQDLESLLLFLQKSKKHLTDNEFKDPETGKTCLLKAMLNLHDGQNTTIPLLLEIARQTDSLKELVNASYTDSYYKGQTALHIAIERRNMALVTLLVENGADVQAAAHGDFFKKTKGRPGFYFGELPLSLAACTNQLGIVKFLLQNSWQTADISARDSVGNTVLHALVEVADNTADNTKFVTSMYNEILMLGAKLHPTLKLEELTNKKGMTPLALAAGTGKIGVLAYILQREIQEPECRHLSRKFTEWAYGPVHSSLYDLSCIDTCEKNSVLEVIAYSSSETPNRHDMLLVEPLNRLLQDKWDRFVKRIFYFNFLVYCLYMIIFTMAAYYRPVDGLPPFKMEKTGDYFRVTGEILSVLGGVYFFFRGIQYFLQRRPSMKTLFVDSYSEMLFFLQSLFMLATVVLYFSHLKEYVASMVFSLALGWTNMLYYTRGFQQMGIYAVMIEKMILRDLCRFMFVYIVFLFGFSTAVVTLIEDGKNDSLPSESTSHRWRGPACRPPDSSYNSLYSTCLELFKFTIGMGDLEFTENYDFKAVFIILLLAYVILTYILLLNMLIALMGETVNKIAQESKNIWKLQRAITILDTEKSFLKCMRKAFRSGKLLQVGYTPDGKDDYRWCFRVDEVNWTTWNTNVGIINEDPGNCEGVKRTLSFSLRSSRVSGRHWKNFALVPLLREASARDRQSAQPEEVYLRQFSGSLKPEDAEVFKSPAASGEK
#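 TRPV1-expressing cells were cultured overnight at 35.5C and loaded with Fluo-8 calcium dye for 40 to 90 min at room temperature. After a 10 s baseline, compound was added and calcium influx was read kinetically for 3 min (ex 480/em 520 nm).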
# FBPA coupling cs – qHTS Assay for Inhibitors of Fructose-1,6-bisphosphate Aldolase from Giardia Lamblia: Coupling assay counterscreen; coupling enzyme system counterscreen, AmpLite Red fluorescence; activity change, negative = inhibition, % at 58.2 µM, hits read low; 290,000 compounds, 0.67% hits; AID 2472, 2010; in the data active = activity change below about -30%; also: % is scaled to controls: 0 for no effect and ±100 for the full control effect
#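 Compounds tested against the coupling enzymes alone at 57.5 uM final; readout was AmpLite Red fluorescence (525/598 nm) after 20 min at RT.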
# Menin MLL FP TR – qHTS Assay for Inhibitors Targeting the Menin-MLL Interaction in MLL Related Leukemias: Competition With Texas Red Labeled MLL-derived Mutant Peptide; O00255; Menin + Texas Red MLL mutant peptide, fluorescence polarization; Potency, µM (top dose mostly 61.6 µM), for the others: top-dose FP activity change, negative = inhibition, actives largely listed as inhibitors; 270,000 compounds, 0.23% hits; active = well fitted inhibition curve with a large enough effect in the polarisation, with a control signal flat, not every such curve was filed as active; inconclusive = small, poorly fitted or top-dose-only effect, or effect the other way, or a change in a side signal; inactive = no such curve, though single readings can be large or run the other way; the % refers to the polarisation; also: potency is read from the fitted curve at half-maximal effect; % of control where 0% means no effect; many of its hits are not listed in these tables
# B2AR arrestin – qHTS assay of beta-arrestin-biased ligands of beta2-adrenergic receptor; Beta-2 adrenergic receptor (Homo sapiens), P07550; beta-arrestin recruitment to beta2AR, cell-based reporter; Potency, µM (doses to about 46.1 µM), for the others: at the highest dose activation, most hits filed as activators; 330,000 compounds, 0.02% hits; AID 492947, 2010;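 also: potency is read from the fitted curve at half-maximal effect; 0% = DMSO controls and full agonism = EC100 isoproterenol or metaproterenol; nearly all actives have a fitted effect of over 65% in size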
# MLL CXXC-DNA inh – qHTS Fluorescence Polarization Assay for Inhibitors of MLL CXXC domain - DNA interaction; AID 2662, 2010; Histone-lysine N-methyltransferase 2A (Homo sapiens), Q03164; 290,000 compounds, 0.037% hits; MLL-CXXC / FITC-HOXA9 DNA fluorescence polarization; Potency, µM (doses to about 115 µM), for the others: at the highest dose activity change, negative = inhibition, actives largely listed as inhibitors; active = well fitted inhibition curve with a large enough effect in the polarisation, with a control signal flat, not every such curve was filed as active; inconclusive = small, poorly fitted or top-dose-only effect, or effect the other way, or a change in a side signal; inactive = no such curve, though single readings can be large or run the other way; the % refers to the polarisation; also: potency is read from the fitted curve at half-maximal effect
#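 Fluorescence polarization: 7 uM MLL-CXXC (stock) preincubated 5 min with compounds, then 50 nM fluorescein-HOX-A9 DNA (stock) added; 30 min ambient. Buffer 50 mM Tris-HCl pH 7.5, 50 mM NaCl, 1 mM DTT, 0.05% BSA.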
# Starred values were filed as active, the others as inactive; ? = inconclusive; / = not tested or not shown; [ ] = dose if it differs, or a comment. Unless noted, calls follow the shape of the dose curve; as a rule, active = well fitted curve in the direction sought with a large enough effect; inconclusive = small, poorly fitted or top-dose-only effect, or another doubt; inactive = no such curve, though single readings can be large; an effect the other way counts as inactive or inconclusive. Some of the compounds tested; count on the stated rates, not on these rows.
SMILES,KCNH2 3.1 inh,Giardia kill,GALK inh,hERG WT inh,PKM2 activator,USP2a block,TRPV1 agonist,FBPA coupling cs,Menin MLL FP TR,B2AR arrestin,MLL CXXC-DNA inh
COc1ccc(/C(O)=C/c2nc3ccccc3n(-c3ccccc3)c2=O)cc1,-4,3,0%,-9,3%,5%,1,2,3%,0.2%,?
CCN(c1cccc(C)c1)S(=O)(=O)c1ccc(-n2cccn2)cc1,16,-18,-3%,-1,/,2%,?,/,/,0.5%,9%
O=C(COC(=O)c1ccc(NS(=O)(=O)c2ccc3c(c2)OCCO3)cc1)NC1CCS(=O)(=O)C1 (stereo not given),35,-1,0%,2,21%,1%,0,13,9%,-0.1%,?
Cc1ccc(Oc2ccccc2NC(=O)CN2C(=O)NC3(CCCC3)C2=O)cc1,-9,11,2%,1,2%,-5%,-1,/,/,0.3%,6%
CC1CSc2nc3sc4c(c3c(=O)n21)CCCC4 (stereo not given),10,-19,3%,5,10%,0%,19,4,18%,-1.1%,1%
CCCCN(C)CCNS(=O)(=O)c1ccc2c(c1)n(C)c(=O)c(=O)n2C,-5,8,0%,-1,3%,-1%,-1,-1,-3%,0.2%,-4%
Cc1ccc(C)c(NC(=O)c2ccc(OCc3c(C)noc3C)cc2)c1,16,11,/,-32,/,-1%,26,/,/,-0.4%,/
Cc1ccnn1-c1ccc(C(=O)NCC(c2ccco2)N2CCCC2)cc1 (stereo not given),4,4,/,-6,/,1%,1,/,/,0.4%,/
O=C(NCC1CCCO1)c1ccc2c(c1)N(Cc1ccccc1)C(=O)CS2=O (stereo not given),2,-9,0%,-2,5%,-1%,5,4,-11%,-0.2%,-1%
CC(C)C(=O)c1cc2c(cc1NC(=O)c1cccs1)OCCO2,-2,-7,-1%,-2,-11%,2%,1,-2,63%[activator],-1.2%,2%
COc1ccccc1-n1c(SCC(N)=O)nc2c(c1=O)SCC2,-70*,12,1%,-7,-1%,2%,/,-6,0%[11.7 µM],0.2%,11%
Cn1c(CCN2CCN(c3ccccn3)CC2)nc2cc(NC(=O)COc3ccccc3)ccc21,-14,20,-1%,14,/,0%,-4,1,-1%,-0.2%,6%
Nc1nc2c(Cl)ccc(Cl)c2s1,-15,10,-2%,-16,0%,1%,1,-4,-11%,0.0%,6%
CCCCCCCC1c2c(c(C)c(C)oc2=O)Oc2c(C)c(C)oc(=O)c21,-9,-5,/,-1,/,4%,?,/,/,0.0%,/
CC(=O)Nc1ccc(S(=O)(=O)NC2(C(F)(F)F)NC(=O)N(c3ccc(C)cc3)C2=O)cc1 (stereo not given),-4,21,2%,-13,-2%,-1%,1,/,/,-0.3%,19%
O=[N+]([O-])c1ccc(-c2nnc(S)n2-c2ccccc2)cc1,/,/,4%,/,-7%,-4%,-4,2,-14%,-0.9%,2%
Cc1cc(C(F)(F)F)nn1CC(=O)NCc1cccs1,7,-14,0%,-4,-3%,-1%,8,0,16%,-0.4%,1%
CCc1ccc(NC(=S)NC2CCN(Cc3ccccc3)CC2)cc1,-18,-14,-2%,10,-9%,-1%,-2,-3,3%,-0.5%,21%
CC(=O)c1ccc(CCCC(=O)O)cc1,-10,-9,11%,3,-2%,0%,-3,1,5%,-0.4%,-3%
C=CCn1c(N)c(C(=O)NCCC2=CCCCC2)sc1=S,1,-5,-3%,-12,0%,2%,?,0,0%,-0.2%,-7%
O=S1(=O)c2cccc3cccc(c23)N1CCBr,-7,-4,-2%,10,0%,3%,-5,-7,23%,-0.3%,11%
CC(C)CN1C(=O)c2ccc(NC(=O)c3cccs3)cc2C1=O,-2,1,-2%,-15,-2%,-6%,?,0,?,-0.3%,9%
COCCNC(=O)c1cc(-c2cccc(OC)c2)on1,-5,-13,3%,16,-2%,0%,4,7,-7%,-0.1%,4%
Cn1cc(C(=O)N2CCN(c3ccccn3)CC2)c(=O)c2cc(S(=O)(=O)N3CCOCC3)ccc21,19,-4,0%,-12,-2%,-8%,-1,5,-6%,-1.2%,-12%
Cc1ccc(C(=O)NCN2CCN(c3ccccc3)CC2)cc1,10,0,/,11,/,0%,14,/,/,-0.3%,/
COCCCNC(=O)c1cc2cc(Br)ccc2oc1=O,-2,-6,0%,-6,1%,0%,-1,0,-4%,-0.3%,2%
CCn1c(SCC(=O)Nc2nccs2)nnc1-c1cc2cccc(OC)c2o1,-10,-13,0%,8,21%,1%,-6,2,1%,0.2%,-1%
CC1=CC(C)(C)N(C(=O)c2ccc(F)cc2)c2cc3c(cc21)OCO3,-9,12,-1%,3,3%,-1%,-3,-14,-20%,0.3%,-3%
O=C(Nc1nnc(COc2ccc(F)cc2)s1)Nc1ccccc1F,2,?,0%,5,-1%,3%,8,0,/,-0.5%,12%
O=C(NC1CCCCC1)C(c1ccco1)N(C(=O)c1csnn1)c1ccccc1 (stereo not given),-16,-2,-4%,-5,/,3%,3,-3,-2%,-0.2%,-4%
CN(C)c1ccc(/C=C2\NC(=S)N(Cc3ccccc3)C2=O)cc1,-31,11,-3%,-30,-3%,10%,82*,-1,?,0.1%,8%
Cc1ccc(OCC(=O)Nc2ccc(C(=O)O)cc2NC(=O)COc2ccc(C)c(C)c2)cc1C,5,-1,-2%,-17,2%,2%,-1,/,/,-1.5%,17%
O=C(NCCCN1CCN(c2ccc(F)cc2)CC1)C1CCCN(c2ncnc3c2nc2n3CCCCC2)C1 (stereo not given),-8,9,1%,0,/,0%,8,2,-21%,0.0%,3%
CC(=O)N1c2ccc(S(=O)(=O)N3CCCC(C(=O)N4CCCCC4)C3)cc2CC1C (stereo not given),2,-5,/,1,2%,1%,-1,1,-1%,-0.9%,2%
O=C(COc1ccc(Br)cc1)Nc1nnc(C2CC2)s1,-23,-11,/,18,/,3%,-1,/,/,-0.2%,/
Cc1ccc(N2CN(Cc3cccnc3)CNC2=S)cc1,7,10,0%,-1,1%,4%,1,3,-14%,-0.8%,6%
CN(C)CCN(C(=O)c1ccc(N2C(=O)CCC2=O)cc1)c1nc2cc3c(cc2s1)OCO3,-12,3,-2%,-2,0%,1%,1,-1,-14%,0.0%,4%

# Source: PubChem
